TrxR1 substrate = rat thioredoxin reductase 1 substrate activity | 390,000 compounds, 0.01% hits | O89049 | purified TrxR1 substrate turnover, NADPH consumption readout | Potency, µM (series often up to 114 µM), for the others: top-dose activity change, negative = substrate turnover; note: potency is the fitted concentration of half-maximal effect; % is set by controls: 0 for no effect and ±100 for the full control effect; nearly all actives have a fitted effect of over 50% in size
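Rat TrxR1, dispensed at 90 nM, was prereduced with 400 uM NADPH (final) for 5 min at ~22 deg C, then incubated with compound 15 min before 400 uM selenite. A first-read NADPH fluorescence drop versus no-compound background flagged substrates.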
USP1 inh = inhibitors of human USP1/UAF1 deubiquitinase; 390,000 compounds, 0.23% hits; O94782; AID 743255; Potency, µM (series often up to 57.1 µM), for the others: at the highest dose activity change, negative = inhibition, actives largely listed as inhibitors; recombinant USP1/UAF1, Ub-Rhodamine cleavage fluorescence; note: potency is the fitted concentration of half-maximal effect; % is set by controls: 0 for no effect and ±100 for the full control effect; nearly all actives have a fitted effect of over 60% in size; inactives centre near -12
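USP1/UAF1 complex at 1 nM was preincubated with compound for 15 min at room temperature, then Ub-Rho substrate (150nM final) was added. Fluorescence (480/540 nm) was read kinetically, 6 reads every 60 seconds.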
RXFP1 ag = activates the human relaxin receptor RXFP1 | Q9HBX9 | HEK293T-RXFP1 cAMP TR-FRET, 30 min; response scale: percent of porcine relaxin response, buffer zero | Potency, µM (doses to about 57.5 µM), for inactives: top-dose activation, usual class: activators | 370,000 compounds, 0.3% hits | AID 2676; note: potency is the fitted concentration of half-maximal effect; % is set by controls: 0 for no effect and ±100 for the full control effect; nearly all actives have a fitted effect of over 60% in size; many of its hits are not listed in these tables
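HEK293 cells stably expressing RXFP1, treated 30 min at 37C with compounds plus PDE4 inhibitor Ro 20174; cAMP measured by HTRF TR-FRET. Normalized to buffer and 29 nM porcine relaxin; EC50 by Hill fit.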
LDHA block = LDHA (human) enzyme inhibition | AID 1347041 | activity change, % (values are at about 110 or 230 µM) | 480,000 compounds, 0.15% hits | purified LDHA, NADH/diaphorase-resazurin fluorescence; hits give low values; in the data active = activity change below about -30%; inconclusive = mostly about -25% to -30%;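 note: plate controls were DMSO wells for no effect and wells without enzyme for full effect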
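Human LDH5 (2 nM) was incubated with 0.06 mM NADH and 0.2 mM pyruvate for 5 min at room temperature in Tris pH 7.4. Remaining NADH was coupled through diaphorase/resazurin, and resorufin fluorescence was read at 0 and 20 min.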
mIDH1 inhibitor = blocks human mutant IDH1 R132H enzyme. 390,000 compounds, 0.093% hits. O75874. Potency, µM (top dose mostly 76.6 µM), for inactives: top-dose activity change, negative = inhibition, actives largely listed as inhibitors. IDH1-R132H enzyme, NADPH consumption, diaphorase/resazurin fluorescence; note: potency is the fitted concentration of half-maximal effect; % is set by controls: 0 for no effect and ±100 for the full control effect; nearly all actives have a fitted effect of over 65% in size
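IDH1-R132H (0.5 ug/mL) preincubated 30 min with compound, then NADPH (0.016 mM) and alpha-KG (2 mM) added; 80 min at RT, pH 7.5. Remaining NADPH coupled via diaphorase/resazurin to fluorescence (540/590 nm); concentration-response curves normalized to no-enzyme control.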
Vif-APOBEC3G blk = Vif-A3G binding inhibition; HeLa A3G-eYFP + Vif (tagged APOBEC3G with the HIV-1 protein that degrades it), YFP fluorescence, overnight; 410,000 compounds, 0.076% hits; Potency, µM (top dose mostly 46.1 µM), for the others: top-dose activity, negative = active, hits mostly inhibitors; Q9HC16; AID 602310;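 note: potency is the fitted concentration of half-maximal effect; % is set by controls: 0 for no effect and ±100 for the full control effect; nearly all actives have a fitted effect of over 60% in size; hits raise eYFP signal because A3G escapes Vif-driven loss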
Target sequence (Q9HC16 whole entry, looked up): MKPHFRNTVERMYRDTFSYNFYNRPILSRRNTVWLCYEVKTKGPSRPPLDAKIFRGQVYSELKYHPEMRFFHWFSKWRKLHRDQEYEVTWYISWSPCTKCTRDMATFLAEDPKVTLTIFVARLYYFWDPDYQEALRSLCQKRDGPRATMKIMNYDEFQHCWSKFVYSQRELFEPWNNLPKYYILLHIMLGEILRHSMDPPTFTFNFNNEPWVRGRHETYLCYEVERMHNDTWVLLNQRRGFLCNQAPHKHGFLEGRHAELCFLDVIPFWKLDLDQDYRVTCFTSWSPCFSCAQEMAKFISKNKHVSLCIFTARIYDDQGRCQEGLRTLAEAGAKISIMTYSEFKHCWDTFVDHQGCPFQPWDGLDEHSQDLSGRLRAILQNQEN
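Read-out is eYFP fluorescence (Ex 488/Em 500-530) from Vif-expressing HeLa A3G-eYFP cells; more signal means A3G escaped Vif-mediated degradation. Cells plated overnight, compound pinned in, incubated overnight at 37 deg C.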
Vif-A3F inh = blocks the Vif interaction with APOBEC3F; HeLa A3F-eYFP + Vif (tagged APOBEC3F with the HIV-1 protein that degrades it), YFP fluorescence increase; Potency, µM (titrated, usually from 46.1 µM), for inactives: at the highest dose activity, negative = active; 390,000 compounds, 0.2% hits; note: potency is the fitted concentration of half-maximal effect; % of control where 0% means no effect; nearly all actives have a fitted effect of over 65% in size
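HeLa cells stably expressing Vif plus C-terminally eYFP-tagged A3F were seeded, incubated overnight at 37 deg C, dosed with compound, incubated overnight again at 37 deg C. Yellow fluorescence (Ex 488/Em 500-530) reported blocked Vif-mediated A3F-eYFP degradation.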
PI4K2A block = blocks human PI4K2A kinase activity; activity change, negative = inhibition, % at 76.9 µM; 420,000 compounds, 0.13% hits; Q9BTU6; purified PI4K2A, ADP-Glo luminescence, 1 h; hits give low values; in the data active = activity change below about -50%; inconclusive = mostly about -30% to -49%;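 note: -100% = wells without enzyme as full effect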
Target sequence (Q9BTU6 whole entry, looked up): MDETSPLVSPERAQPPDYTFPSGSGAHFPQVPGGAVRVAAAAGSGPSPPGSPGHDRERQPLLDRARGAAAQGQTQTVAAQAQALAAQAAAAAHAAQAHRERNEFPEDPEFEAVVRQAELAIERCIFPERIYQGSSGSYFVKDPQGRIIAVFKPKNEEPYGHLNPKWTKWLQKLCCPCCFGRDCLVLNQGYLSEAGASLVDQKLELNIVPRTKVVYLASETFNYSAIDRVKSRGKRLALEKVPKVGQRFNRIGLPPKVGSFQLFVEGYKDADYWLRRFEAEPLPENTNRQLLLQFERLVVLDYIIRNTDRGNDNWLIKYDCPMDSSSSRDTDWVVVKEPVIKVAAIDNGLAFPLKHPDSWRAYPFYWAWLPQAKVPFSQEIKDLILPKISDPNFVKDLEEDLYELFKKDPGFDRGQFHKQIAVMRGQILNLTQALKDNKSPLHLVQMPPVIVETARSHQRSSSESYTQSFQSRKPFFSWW
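PI4K2A activity was measured by ADP-Glo luminescence: enzyme (4 ug/mL stock) and phosphatidylinositol (1.2 mM stock) in Tris pH 7.5/MgCl2/EGTA/Triton X-100 buffer were reacted with ATP (300 microM stock) for one hour at ambient temperature.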
Glioma ERSR ind = induces the endoplasmic reticulum stress response in human glioma cells; AID 602332; Potency, µM, for the others: top-dose activation, usual class: activators; U87-MG GRP78 promoter luciferase reporter, 16 h; 420,000 compounds, 0.02% hits; note: potency is the fitted concentration of half-maximal effect; series mostly up to about 76 µM; % of control where 0% means no effect; nearly all actives have a fitted effect of over 35% in size
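Stably transfected U87-MG human glioma cells carrying a GRP78-based luminescent sensor were seeded at 1000 cells/well, pin-dosed with compounds and incubated 16 h. Luciferase reagent was then added, and end-point luminescence was read after 10 min at room temperature.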
Numbers without * were called inactive; ? = inconclusive; . = not tested or not shown; [ ] = another dose, or the depositor's remark. Unless noted, calls come from the whole dose curve; as a rule, active = well fitted curve in the direction sought with a large enough effect; inconclusive = small, poorly fitted or top-dose-only effect, or another doubt; inactive = no such curve, though single readings can be large; an effect the other way counts as inactive or inconclusive. Only part of the results is shown, so the mix of outcomes need not match the whole.

SMILES	TrxR1 substrate	USP1 inh	RXFP1 ag	LDHA block	mIDH1 inhibitor	Vif-APOBEC3G blk	Vif-A3F inh	PI4K2A block	Glioma ERSR ind
COc1cccc(-c2nnc(-c3ccc(C)o3)o2)c1	364%[activator]	-17%	1.4%	9	5%	-3%	5%	-11	-5%
COCCCN1C(=O)C(CC(=O)NCc2cccs2)CC(C(=O)N(C)C)=C1C (configuration not stated)	.	-7%	.	-5	8%	2%	-14%	4	-3%
O=C(O)[C@H](Cc1ccccc1)N1C(=O)c2ccncc2C1=O	-1%	2%	0.5%	-4	4%	1%	-6%	5	-5%
O=C(OCc1cc2ccccc2[nH]c1=O)C1CCCCC1	8%	-13%	0.2%	-2	9%	-1%	-2%	-4	-2%
Cc1c(NC(=O)COC(=O)C2(c3ccc(F)cc3)CCCC2)c(=O)n(-c2ccccc2)n1C	6%	-6%	-0.1%	-8	0%	-5%	8%	4	-3%
CCc1cc(C(=O)NNC(=S)NC2CCCCC2)cs1	0%	-10%	-1.7%	-2	-10%	3%	6%	-3	-2%
CC(=O)c1ccc(Nc2nc(C(N)C(C)C)cs2)cc1 (configuration not stated)	.	.	.	-2	.	-2%	.	5	0%
CCN(CC)C(=O)[C@H]1CC(CC(=O)NCCN2CCOCC2)C(=O)N2CCc3c([nH]c4ccccc34)[C@]12C (some centres not stated)	1%	-20%	.	-12	-7%	-3%	-5%	3	-1%
O=C(/C=C/c1ccc(Cl)cc1Cl)OCC(=O)N1CCCC1	0%	-13%	1.7%	3	4%	-3%	0%	-4	-1%
Cc1ccc(NC(=S)NC2CC3CCC(C2)N3Cc2ccco2)c(C)c1 (configuration not stated)	5%	?	-3.2%	-7	5%	-5%	-7%	-7	0%
CCOC(=O)C(C)n1cnc2c(nnn2-c2ccccc2)c1=O (configuration not stated)	3%[57.1 µM]	-18%	-0.2%	-3	6%	-4%	8%	1	-2%
COc1ccc(-n2c(C)cc(-c3csc(N)n3)c2C)cc1	-8%	-12%	-2.0%	2	1%	2%	-10%	-4	-5%
CC1(C(=O)NS(=O)(=O)c2cccc(Cl)c2)CCN1C(=O)Cc1ccc(Cl)cc1Cl (configuration not stated)	.	.	.	-1	.	0%	.	-5	-5%
Cc1cc(NC(=O)C(C)SCC(=O)Nc2nnc(CC(C)C)s2)no1 (configuration not stated)	-5%	-7%	1.4%	-4	3%	0%	-3%	1	-2%
Cc1ccnc(NC(c2ccccc2O)c2oc(CO)cc(=O)c2O)c1 (configuration not stated)	3%	-14%	0.4%	2	-8%	1%	-3%	-2	-1%
CC(C)Oc1ccc(CNC(=O)C2CCN(C(=O)N3CC(C)Oc4ccccc43)CC2)cc1 (configuration not stated)	-6%	-3%	-2.7%	-12	0%	4%	16%	-4	-3%
COc1cc(NC(=O)CSc2ncnc3sc4c(c23)CCCC4)c(C(=O)O)cc1OC	5%	-26%	3.4%	7	7%	10%	-44%	-1	-3%
CCCc1nn(C)c(C(=O)Nc2cccc3ccccc23)c1Cl	11%	-7%	1.4%	-1	3%	0%	5%	0	-1%
Cc1cc(C)cc(NC(=O)c2cc(C)n(Cc3cccs3)c2C)c1	0%	-13%	0.5%	-6	5%	-18%	1%	-11	3%
COc1ccc(OC)c2c1cc(C(=O)N[C@H](C(=O)N1CCC(C(=O)O)CC1)C(C)C)n2C	-4%	?	3.9%	23	3%	-1%	6%	-5	-7%
COc1ccc(-n2c3c(c(=O)[nH]c2=O)C(C(F)(F)F)(C(F)(F)F)N=C(CC(C)C)N3)cc1	3%	-9%	-0.9%	-3	3%	-3%	1%	-2	-3%
O=C(c1ccc(C(F)(F)F)cc1)C1CCCN(C(=O)Cn2cncn2)C1 (configuration not stated)	-5%	-11%	4.7%	-14	8%	0%	9%	-3	-5%
Cc1ccc(C)c(CN2C(=O)c3ccccc3S(=O)(=O)c3ccc(C(=O)N4CCc5ccccc54)cc32)c1	1%	-6%	-0.6%	-4	.	.	.	0	.
Clc1ccc(-c2csc(NNC3=NCCCCC3)n2)cc1	9%[57.1 µM]	0%	1.9%	-8	?	-1%	-5%	-7	?
Cn1c(N)c(C(=O)N/N=C/c2ccccc2)sc1=S	6%[57.1 µM]	-5%	0.7%	-4	12%	-2%	-5%	-6	1%
CCOC(=O)c1cccc(NC2c3ccccc3C(=O)N2Cc2ccco2)c1 (configuration not stated)	2%[57.1 µM]	-7%	0.9%	1	-7%	-16%	3%	-2	-1%
O=C(COc1ccc(Cl)cc1Br)N1CCN(c2ccccc2)CC1	-9%	-15%	0.2%	-9	2%	0%	-3%	6	-4%
CCn1c(SCC(=O)NCC2CCCO2)nc2c(c1=O)SC(C)C2 (configuration not stated)	-3%	?	1.1%	-11	-10%	-4%	-5%	-3	-2%
CC1(C(=O)NS(=O)(=O)c2ccc(F)cc2F)CCN1C(=O)CCc1ccccc1 (configuration not stated)	.	.	.	-10	.	-2%	.	-4	-3%
Nc1nnc(CC(=O)Nc2ccccc2)s1	7%[57.1 µM]	-10%	-1.3%	-8	2%	0%	5%	0	-8%
CC(OC(=O)CCCN=C1NS(=O)(=O)c2ccccc21)C(=O)c1ccccc1 (configuration not stated)	1%	-17%	0.7%	-3	5%	0%	-4%	-3	-4%
O=C(NNc1ccc(Cl)cc1)c1cccs1	-9%	-14%	0.0%	-19	0%	-17%	16%	-2	-2%
O=C(O)c1ccccc1SCc1cn2cc(Cl)ccc2n1	-1%	-15%	6.7%	-3	9%	-4%	-5%	-4	-4%
COc1ccc(S(=O)(=O)NCc2ccccn2)cc1NC(=O)c1ccc(C)cc1	-1%[57.1 µM]	-19%	-0.1%	5	-3%	?	8%	-7	-4%
O=C(Cc1c(F)cccc1Cl)OCN1C(=O)c2ccccc2C1=O	-9%	-24%	-0.4%	-8	0%	0%	1%	2	-4%
O=C(Nc1ccc(O)c(-c2nc3ccccc3o2)c1)c1sc2ccccc2c1Cl	-1%	10%	-1.9%	-6	2%	4%	-11%	2	-2%
Cc1onc(-c2ccccc2)c1C(=O)N(C)CC(=O)Nc1ccc(F)c(F)c1F	3%	-25%	.	2	4%	3%	-18%	1	-2%
Cc1c(NC(=O)CN2C(=O)c3ccccc3S2(=O)=O)c(=O)n(-c2ccccc2)n1C	9%	-11%	0.0%	-1	12%	-4%	0%	-2	-3%
Cc1[nH]c2c(C)cccc2c1CN1CCC(CO)(Cc2ccccc2)CC1	-12%	-15%	1.6%	-4	0%	2%	1%	-2	-6%
O=C(Cc1ccccc1)NC(NC(=S)Nc1cc(Cl)ccc1Cl)C(Cl)(Cl)Cl (configuration not stated)	-8%	-14%	-0.1%	4	7%	1%	-3%	-5	6%
COc1ccc(NC(=O)CS(=O)(=O)c2cn(CC(=O)N(C(C)C)C(C)C)c3ccccc23)c(OC)c1	-7%	-6%	0.4%	-1	2%	3%	0%	3	-4%
COC(=O)c1ccc(N/C(C)=C/C(=O)c2ccc(C)o2)cc1	-6%	-14%	1.1%	-2	-4%	3%	8%	3	-2%
COc1ccc(NC(=O)Cn2ccn(-c3ccc(F)c(F)c3)c(=O)c2=O)cc1Cl	-6%	6%	1.0%	-3	-22%	-3%	4%	-5	-3%
O=c1c2ccccc2c(C=NCc2ccccn2)c(O)n1-c1ccccc1	8%	-10%	5.3%	-1	15%	1%	-18%	-5	-5%
COc1ccc(-c2nnc(NC(=O)c3cc(Cl)ccc3Cl)o2)cc1	7%	-8%	-0.1%	-8	-9%	-6%	?	-9	0%
O=C(Oc1cccc(-c2cnc3ccccc3n2)c1)c1ccco1	-8%	-20%	-0.9%	1	8%	0%	1%	0	-6%
CCn1nnnc1NC(=O)c1cc(Cl)c(OC)c(Cl)c1	-10%	-18%	-0.4%	-3	12%	-4%	6%	-1	-1%
COCCN(C(=O)Cc1ccc(S(=O)(=O)N2CCOCC2)s1)c1c(N)n(CC(C)C)c(=O)[nH]c1=O	81%[activator]	-13%	.	-5	-8%	-8%	0%	6	-3%
CCOc1ccccc1C(=O)N[C@H](C(=O)Nc1ccc(OC)c(S(=O)(=O)N2CCOCC2)c1)C(C)C	-7%	-8%	-2.0%	-1	2%	2%	-9%	-2	-2%
COC(=O)c1ccccc1NC(=O)COC(=O)c1ccco1	-3%	-14%	0.8%	-5	3%	-3%	-5%	2	-5%
Cc1cc2ccccc2c(=O)n1CC(=O)N1CCN(c2cccc(Cl)c2)CC1	6%	-6%	9.2%	-11	-4%	0%	2%	1	-1%
COc1ccc(OC)c(NC(=O)c2ccc3c(c2)c(C)c(C)n3Cc2ccc(F)cc2)c1	6%[57.1 µM]	-37%	-0.3%	4	0%	2%	5%	3	-2%

High-throughput results (PubChem BioAssay)
